# Compound activity (PubChem)
# USP1 inh: blocks the human USP1/UAF1 deubiquitinase complex; recombinant USP1/UAF1, Ub-Rhodamine cleavage fluorescence; Potency, µM (highest dose often 57.1 µM), for inactives: at the highest dose activity change, negative = inhibition, usual class: inhibitors; AID 743255; 390,000 tested, 0.23% active; further: potency means the concentration at half of the fitted maximal effect; on the % scale 0 is the no-effect control and ±100 the full control effect; nearly all actives have a fitted effect of over 60% in size; inactives centre near -12
#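 Step one: compound is pinned into 1nM USP1/UAF1 in HEPES pH 7.8 buffer with TCEP. Step two: 15 min room-temperature incubation. Step three: Ub-Rho (150nM final) starts cleavage, tracked by fluorescence over six one-minute reads.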
# PI4K2A inh: PI4K2A (human) kinase inhibition; Q9BTU6; purified PI4K2A, ADP-Glo luminescence, 1 h; stronger effect = lower value; activity change, negative = inhibition, % at 76.9 µM; 420,000 tested, 0.13% active; AID 1346378; in the data active means activity change below about -50%; inconclusive means mostly about -30% to -49%;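 further: -100% = wells without enzyme as full effect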
#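 PI4K2A activity was measured by ADP-Glo luminescence: enzyme (4 ug/mL stock) and phosphatidylinositol (1.2 mM stock) in Tris pH 7.5/MgCl2/EGTA/Triton X-100 buffer were reacted with ATP (300 microM stock) for one hour at ambient temperature.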
# TrxR1 substrate: rat thioredoxin reductase 1 substrate activity; O89049; purified TrxR1 substrate turnover, NADPH consumption readout; Potency, µM (series often up to 114 µM), without a hit: at the highest dose activity change, negative = substrate turnover; 390,000 tested, 0.01% active; AID 588456; further: potency means the concentration at half of the fitted maximal effect; on the % scale 0 is the no-effect control and ±100 the full control effect; nearly all actives have a fitted effect of over 50% in size
#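 Rat TrxR1, dispensed at 90 nM, was prereduced with 400 uM NADPH (final) for 5 min at ~22 deg C, then incubated with compound 15 min before 400 uM selenite. A first-read NADPH fluorescence drop versus no-compound background flagged substrates.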
# GLS inhibitor: blocks human kidney-isoform glutaminase activity | GLS enzymatic activity, qHTS titration | O94925 | Potency, µM (top dose mostly 45.5 µM), without a hit: top-dose activity change, negative = inhibition, usual class: inhibitors | 410,000 tested, 0.21% active | AID 624170; further: potency means the concentration at half of the fitted maximal effect; on the % scale 0 is the no-effect control and ±100 the full control effect
#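 Compounds were pin-transferred onto hKGA, after which L-glutamine (1 mM solution) and a detection mix of glutamate oxidase, HRP and Amplex Red were added. Initial and 30 min RT fluorescence reads were collected.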
# rTrxR1 inhibitor: inhibitors of rat thioredoxin reductase 1; O89049; recombinant rTrxR1, NADPH fluorescence consumption, selenite substrate; Potency, µM (top dose mostly 114 µM), for inactives: at the highest dose activity change, negative = inhibition, usual class: inhibitors; 390,000 tested, 1% active; AID 588453; further: potency means the concentration at half of the fitted maximal effect; on the % scale 0 is the no-effect control and ±100 the full control effect; nearly all actives have a fitted effect of over 65% in size
#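 Rat TrxR1 (90 nM in the dispensed reagent) was pre-reduced with 400 uM NADPH for 5 min at room temperature, then incubated with compound for 15 min. After 400 uM selenite was added, NADPH fluorescence (Ex 340/Em 450 nm) was followed for 8 min.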
# HP1b chromo inh: HP1-beta chromodomain-methylated histone interaction inhibition; 390,000 tested, 0.56% active; AID 540317; AlphaScreen HP1-beta / biotin-H3K9me3 peptide binding; Potency, µM (titrated, usually from 114 µM), without a hit: top-dose activity change, negative = inhibition, hits mostly inhibitors; further: potency means the concentration at half of the fitted maximal effect; nearly all actives have a fitted effect of over 70% in size; inactives centre near 23
# Target sequence (P83916 whole entry, looked up): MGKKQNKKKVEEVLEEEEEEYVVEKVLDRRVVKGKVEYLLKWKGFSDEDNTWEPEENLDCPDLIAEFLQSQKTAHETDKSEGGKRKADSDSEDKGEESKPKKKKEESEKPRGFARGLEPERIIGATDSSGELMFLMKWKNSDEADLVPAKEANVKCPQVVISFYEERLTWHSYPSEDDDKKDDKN
#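 Compound inhibition of the preformed complex between 50 nM HP1-beta and 50 nM biotinylated H3K9me3 peptide was read by AlphaScreen. Buffer was PBS pH 7.4 with 0.01% Tween-20. Incubations ran 30 min at room temperature, with 10 ug/mL donor/acceptor beads.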
# Tb PGK inh: blocks T. brucei phosphoglycerate kinase; P07378; PGK/GAPDH coupled, Kinase-Glo luminescence, 60 min; Potency, µM (series often up to 57.5 µM), for the others: top-dose activity change, negative = inhibition, usual class: inhibitors; 380,000 tested, 0.043% active; further: potency means the concentration at half of the fitted maximal effect; on the % scale 0 is the no-effect control and ±100 the full control effect; nearly all actives have a fitted effect of over 60% in size
# Target sequence (P07378 whole entry, looked up): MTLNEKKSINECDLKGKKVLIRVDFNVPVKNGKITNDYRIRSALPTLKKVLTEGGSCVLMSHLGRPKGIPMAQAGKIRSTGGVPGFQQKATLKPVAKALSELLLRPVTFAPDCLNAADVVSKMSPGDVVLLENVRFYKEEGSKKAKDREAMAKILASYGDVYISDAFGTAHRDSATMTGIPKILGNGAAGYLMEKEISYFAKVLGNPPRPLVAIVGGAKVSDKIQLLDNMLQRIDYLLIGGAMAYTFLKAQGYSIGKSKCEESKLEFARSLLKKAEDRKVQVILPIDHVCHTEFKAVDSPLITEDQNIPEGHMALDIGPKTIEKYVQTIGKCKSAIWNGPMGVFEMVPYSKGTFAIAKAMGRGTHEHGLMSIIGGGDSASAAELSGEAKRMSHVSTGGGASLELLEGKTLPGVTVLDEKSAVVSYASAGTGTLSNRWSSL
#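 Recombinant glycosomal PGK reaction used 1,3-bisphosphoglycerate generated in-well by GAPDH (100nM final) in 100mM TEA pH 7.6, 5mM MgCl2, 0.01% Tween-20. After 60 minutes at room temperature, ATP was read by Kinase-Glo Plus luminescence end-point.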
# mIDH1 inhibitor: human IDH1 R132H inhibition; AID 602179; IDH1-R132H enzyme, NADPH consumption, diaphorase/resazurin fluorescence; 390,000 tested, 0.093% active; O75874; Potency, µM (doses to about 76.6 µM), for the others: at the top dose activity change, negative = inhibition, actives largely listed as inhibitors; further: potency means the concentration at half of the fitted maximal effect; on the % scale 0 is the no-effect control and ±100 the full control effect; nearly all actives have a fitted effect of over 65% in size
#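 IDH1-R132H (0.5 ug/mL dispensed) in pH 7.5 Tris buffer was preincubated 30 min with compound, then given a substrate mix of 0.016 mM NADPH and 2 mM alpha-KG for 80 min at room temperature; remaining NADPH was read by diaphorase/resazurin fluorescence.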
# Pin1 inh: blocks the human prolyl isomerase Pin1 | Pin1 FP peptide displacement, HiFluor488, 10 min | AID 504891 | Potency, µM (top dose mostly 115 µM), inactives show at the highest dose activity, negative = inhibition, most hits filed as inhibitors | Q13526 | 390,000 tested, 0.009% active; active means well fitted inhibition curve with a large enough effect in the polarisation, with a control signal flat, not every such curve was filed as active; inconclusive means small, poorly fitted or top-dose-only effect, or effect the other way, or a change in a side signal; inactive means no such curve, though single readings can be large or run the other way; the % refers to the polarisation; further: potency means the concentration at half of the fitted maximal effect; on the % scale 0 is the no-effect control and ±100 the full control effect
# Target sequence (Q13526 whole entry, looked up): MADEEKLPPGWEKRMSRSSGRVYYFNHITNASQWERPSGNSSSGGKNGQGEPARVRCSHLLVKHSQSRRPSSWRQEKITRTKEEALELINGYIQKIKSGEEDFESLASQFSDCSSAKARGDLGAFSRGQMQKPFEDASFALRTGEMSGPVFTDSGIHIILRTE
# * marks the source's active call; other numbers are inactive results; i = inactive; u = inconclusive; x = no result given; & = joins results of further samples; [ ] = remark or other dose. Unless noted, the call rests on the fitted dose curve; in most records, active means well fitted curve in the direction sought with a large enough effect; inconclusive means small, poorly fitted or top-dose-only effect, or another doubt; inactive means no such curve, though single readings can be large; an effect the other way counts as inactive or inconclusive.
no.	smiles	USP1 inh	PI4K2A inh	TrxR1 substrate	GLS inhibitor	rTrxR1 inhibitor	HP1b chromo inh	Tb PGK inh	mIDH1 inhibitor	Pin1 inh
1	CCOC(=O)c1c(NC(=O)C2CCCO2)sc(C(N)=O)c1C (stereo unspecified)	-0.9%	-0.2	-16.6%	12.5%	-15.3%	20.8%	1.8%	3.3%	5.9%
2	CCC(=O)N[C@@H]1CC(C(C)(C)NC(=O)CC)CC=C1C (stereo partly specified)	-8.2%	1.7	10.6%[57.1 µM]	10.3%	15.2%[57.1 µM]	-12.4%	1.4%	2.7%	-6.0%
3	CCOC(=O)c1ccc(CN(Cc2ccc(Cl)cc2Cl)S(=O)(=O)c2cccc(Cl)c2)cc1	-9.5%	4.1	0.5%[57.1 µM]	2.2%	17.2%[57.1 µM]	65.5%[activator]	0.8%	21.7%	-4.6%
4	CCCCCn1c(=N)c(S(=O)(=O)c2ccc(Cl)cc2)cc2c(=O)n3cccc(C)c3nc21	-17.2%	1.1	-1.5%	-2.8%	-2.1%	30.9%[activator]	9.6%	-15.5%	u
5	CC1CCC(NC(=O)c2ccc3c(c2)S(=O)(=O)c2ccccc2C3=O)CC1 (stereo unspecified)	22.2%	0.4	-6.4%	6.3%	-14.4%[57.1 µM]	21.3%	7.6%	-8.4%	10.2%
6	C[C@H](CO)N1C[C@H](C)[C@H](CN(C)C(=O)Cc2cccnc2)Oc2ncc(Br)cc2C1=O	-22.7%	3.3	x	0.8%	x	x	-1.5%	9.6%	x
7	O=C(NCc1ccccc1)C1c2ccccc2Oc2ccccc21	3.4%	1.4	1.0%	1.2%	15.4%	38.2%	9.5%	3.7%	2.0%
8	NC(=O)c1ccc(C(=O)N/N=C/c2cccc(Oc3ccccc3)c2)cc1	-6.5%	-1.9	1.9%	0.2%	8.5%	5.0%	-8.4%	-7.5%	-13.4%
9	CCCc1nc2ccccc2n1CCOc1ccccc1	-4.5%	5.1	-4.0%	3.0%	-1.2%	61.5%[activator]	5.8%	0.3%	1.2%
10	CC(C)(C)OC(=O)NCCc1nnc(SCc2c(Cl)cccc2Cl)o1	-6.6%	-4.2	-9.9%	x	-13.5%	20.7%	i	5.5%	-9.8%
11	CC(C)c1ccc(NC(=O)C2CC(=O)Nc3nc4ccccc4n32)cc1 (stereo unspecified)	-11.0%	3.4	1.2%	-0.8%	23.8%	51.6%[activator]	-1.8%	5.0%	-1.9%
12	Cc1ccccc1/C=C\c1nc2ccccc2c(=O)[nH]1	-22.3%	-1.8	28.0%[57.1 µM]	19.9%	-2.3%[57.1 µM]	29.0%	2.1%	-4.3%	u
13	CC(C)CCNC(=O)C1CCC(CNc2c(N3CCCC3)c(=O)c2=O)CC1 (stereo unspecified)	-10.7%	2.5	-11.9%	-11.6%	-6.4%	36.7%	-8.3%	3.5%	-7.8%
14	CC(=O)c1cccc(NC(=S)NC(=O)c2cccc(C)c2)c1	-6.9%	2.1	2.7%	15.3%	u	-14.4%	1.0%	12.1%	2.6%
15	CC(C)(C)[C@H]1COC(=O)[C@H](NC(=O)OCC2c3ccccc3-c3ccccc32)C/C=C\C[C@@H](CC(=O)N[C@H](CO)Cc2ccccc2)C(=O)N1	-2.2%	-0.3	4.8%[57.1 µM]	1.5%	11.0%[57.1 µM]	46.2%[activator]	-6.7%	-4.4%	-8.8%
16	O=C(Nn1c(=O)[nH]c2ccsc2c1=O)c1ccccc1	3.0%	1.9	-1.4%	10.3%	12.9%	14.9%	-4.0%	-1.8%	-10.6%
17	COc1ccc(-c2nc3ccccc3o2)cc1NC(=O)c1ccc(Br)o1	-18.7%	-15.3	-1.2%	5.0%	1.6%	40.1%[activator]	1.1%	5.9%	28.4%
18	O=C(Nc1ccc(SC(F)F)cc1)C1=CC=CN2CCS(=O)(=O)N=C12	-13.3%	2.1	-6.3%	-0.4%	2.5%	31.7%	-0.4%	1.6%	1.5%
19	CC(=O)c1ccn(S(=O)(=O)c2ccc(Cl)cc2)c1	-7.8%	3.8	-4.7%	1.7%	12.8%	42.2%[activator]	-1.1%	2.5%	-0.1%
20	CCOC(=O)C1CCN(C(=O)c2cn(CCOC)c(=O)c3c2c2ccccc2n3C)CC1	4.0%	-2.2	85.4%[activator][57.1 µM]	-9.6%	34.2%[57.1 µM]	20.1%	-0.7%	-2.2%	2.3%
21	CCN(CC)C(=O)C1CCN(Cc2ccc(Br)cc2)CC1	-3.4%	-3.5	-1.4%	13.8%	9.1%	u	i	6.9%	u
22	O=C(NCc1ccccn1)C(=O)NCC1OCCN1S(=O)(=O)c1ccc(F)cc1 (stereo unspecified)	-22.9%	-22.4	-5.2%	12.3%	-4.4%	50.1%[activator]	1.3%	4.3%	-3.0%
23	O=C(CC1(O)C(=O)Nc2cc(Cl)cc(Cl)c21)c1ccncc1 (stereo unspecified)	-13.5%	2.5	-9.6%	1.0%	-15.5%	22.3%	15.4%	9.0%	-7.3%
24	O=C(Nc1ccc(F)cc1)c1cccnc1Oc1ccccc1	-16.2%	2.5	11.6%[57.1 µM]	1.5%	8.1%[57.1 µM]	25.0%	-12.3%	2.2%	3.1%

# An excerpt from above, reduced to Pin1 inh and HP1b chromo inh:
No. | Structure | Pin1 inh | HP1b chromo inh
4 | CCCCCn1c(=N)c(S(=O)(=O)c2ccc(Cl)cc2)cc2c(=O)n3cccc(C)c3nc21 | u | 30.9%[activator]
23 | O=C(CC1(O)C(=O)Nc2cc(Cl)cc(Cl)c21)c1ccncc1 (stereo unspecified) | -7.3% | 22.3%

# Further structures.
no.	smiles	USP1 inh	PI4K2A inh	TrxR1 substrate	GLS inhibitor	rTrxR1 inhibitor	HP1b chromo inh	Tb PGK inh	mIDH1 inhibitor	Pin1 inh
25	CCc1ccc(NC(=O)Cn2ccn(Cc3ccccc3OC)c(=O)c2=O)cc1	21.3%	-11.4	4.7%	7.6%	13.3%	8.8%	-3.4%	-3.7%	5.0%
26	COc1ccc(C(=O)NC2CCN(C(=S)Nc3cccc(C)c3)CC2)cc1	2.0%	1.7	-7.1%	-1.0%	6.2%	25.1%	-9.7%	-0.5%	2.7%
27	Cc1csc(C(C#N)C(=O)c2ccncc2)n1 (stereo unspecified)	-4.6%	-1.9	-23.2%	19.9%	u	14.3%	-1.7%	0.3%	-2.9%
28	COc1ccc(C(=O)Nc2cccc(OC)c2)cc1	-13.7%	-25.6	10.3%[57.1 µM]	4.0%	5.3%[11.4 µM]	31.5%	-22.9%	6.9%	-0.1%
29	Cc1ccc(S(=O)(=O)Nc2nc3ccccc3nc2NCC2CCCO2)cc1C (stereo unspecified)	-8.7%	0.9	32.4%	5.1%	0.3%	35.6%	-1.6%	0.0%	-1.2%
30	Cn1c(=NC(=O)CS(=O)(=O)c2ccccc2)sc2ccccc21	-7.5%	3.8	4.1%	-0.9%	2.8%	21.2%	7.1%	-1.9%	1.2%
31	C=CCNC(=O)NC(=O)CN1C(=O)NC(c2ccccc2)(c2ccccc2)C1=O	-12.7%	-0.2	-1.6%	u	7.2%	-2.3%	12.8%	10.1%	-6.0%
32	O=C(CSc1ncnc2c1oc1ccccc12)NCC1CCCO1 (stereo unspecified)	-16.7%	-10.5	-3.4%	-0.2%	-4.9%	35.5%[activator]	-5.6%	7.1%	-0.2%
33	CCN(CC(=O)Nc1ccc(OC)cc1)C(=O)c1cc(-c2cccs2)nn1-c1ccccc1	-18.0%	-3.1	-10.5%	-0.4%	-7.8%	16.3%	-5.2%	5.8%	12.6%
34	CC(C)c1ccc(NS(=O)(=O)c2ccc3[nH]cc(C(=O)N4CCCC4)c(=O)c3c2)cc1	u	-10.0	-2.1%	4.4%	8.2%	6.8%	-14.1%	-16.6%	-2.3%
35	CCC(C)c1ccccc1N1CC(C(=O)N2CCN(S(=O)(=O)c3cccc([N+](=O)[O-])c3)CC2)CC1=O (stereo unspecified)	-3.3%	-7.5	-2.0%	10.2%	2.6%	-0.9%	3.7%	0.1%	1.1%
36	O=C(NCc1ccccn1)C(=O)NCC1OCCN1C(=O)c1ccc(Cl)cc1 (stereo unspecified)	-5.5%	2.8	-0.1%	-1.5%	-13.4%	45.8%[activator]	i	4.4%	2.1%
37	Cc1ccc(OCC(=O)N(Cc2ccc(Cl)cc2)Cc2ccco2)cc1C	-19.7%	2.2	-3.5%	-9.7%	17.7%	52.4%[activator]	x	x	-0.6%
38	O=C(Nn1c(-c2ccncc2)nc2ccccc2c1=O)c1ccc([N+](=O)[O-])cc1Cl	-6.6%	1.6	-1.8%[57.1 µM]	0.7%	-0.5%[57.1 µM]	9.9%	-8.3%	8.8%	-2.4%
39	CCN(CC)C(=O)Cn1c(=O)n(CCCCCC(=O)Nc2ccccc2)c(=O)c2sccc21	u	-2.9&-0.3	3.2%&7.7%	-11.4%&-4.3%	9.5%&11.0%	37.0%&34.4%[activator]	-9.4%	6.2%&-5.4%	-6.5%&-3.4%
40	O=C1CSC(c2ccccc2)N1c1ccc(F)cc1F (stereo unspecified)	-16.4%	4.7	4.4%[57.1 µM]	-13.9%	4.5%[57.1 µM]	35.8%	-11.4%	3.1%	1.8%

# These rows are one share of the data (hit frequency here may not be typical).
